MPTP block – blocks calcium-induced mitochondrial swelling; isolated mouse mitochondria, Ca2+ swelling absorbance, 30 min; inhibition, % at 10 µM; 1.4% of 360,000 active;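 active = inhibition of 50% or more, scaled per plate between neutral and stimulator controls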;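 also: 0% = DMSO wells given calcium and 100% = 1 mM EGTA wells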
APJ agonist – APJ receptor agonism; P35414; CHO-K1 APJ PathHunter beta-arrestin, luminescence; 0% DMSO wells, 100% apelin; activation, % at 20 µM; 0.11% of 330,000 active; AID 2520;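 active = activation more than six SD over the plate average, tested at 20 µM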;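 also: 0% = DMSO alone and 100% = apelin-13 at 10 nM; some results filed as inactive read as strong as hits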
Target sequence (P35414 whole entry, looked up): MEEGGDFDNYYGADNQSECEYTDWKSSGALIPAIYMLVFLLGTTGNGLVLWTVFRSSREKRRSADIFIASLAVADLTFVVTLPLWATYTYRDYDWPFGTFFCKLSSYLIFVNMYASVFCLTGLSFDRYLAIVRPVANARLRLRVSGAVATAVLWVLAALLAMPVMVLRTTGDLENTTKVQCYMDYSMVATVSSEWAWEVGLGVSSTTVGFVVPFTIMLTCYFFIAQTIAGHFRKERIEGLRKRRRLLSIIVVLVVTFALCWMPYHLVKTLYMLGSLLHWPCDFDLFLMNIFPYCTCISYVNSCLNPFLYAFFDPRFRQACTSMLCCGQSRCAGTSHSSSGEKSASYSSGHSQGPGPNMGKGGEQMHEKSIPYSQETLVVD
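system = engineered CHO-K1 APJ arrestin reporter cells | input = 1000 cells per well | timing = overnight seeding, 90 min compound at 25 °C, 1 h detection | measured by = enzyme-fragment complementation luminescence | read-out = beta-arrestin recruitment to APJ as agonist activity, luminescent signal | control set = negative DMSO alone, positive Apelin-13 at 10 nM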
beta cell repl – inducers of beta-cell replication in MIN6 cells | MIN6 cells proliferation, ATPlite luminescence, 48 h; cells starved in 0.2% serum; 100% = growth in 10% serum | 0.29% of 330,000 active | proliferation, % at 10 µM;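 active = compounds whose signal lies at least 3.5 SD above the mean of all wells on their plate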;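 also: 0% = DMSO-treated cells in low-serum medium and 100% = 10% serum control; some compounds called inactive have numbers as strong as hits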
APJ antag – antagonists of human APJ apelin receptor; P35414; inhibition, % at 20 µM; CHO-K1 APJ beta-arrestin complementation, luminescence; 0.32% of 330,000 active;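 active = inhibition above about 40% at 20 µM, limit read from the data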;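 also: cells challenged with 10 nM apelin-13 agonist together with compound; plate controls were apelin-13 plus DMSO wells for no effect and DMSO wells lacking apelin-13 for full effect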
tim23-1 inh – tim23-1 yeast growth inhibition. AID 463212. inhibition, % at 20 µM. S. cerevisiae tim23-1 growth, BacTiter-Glo luminescence, 24 h. 1.3% of 330,000 active;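 active = growth inhibition of the mutant yeast at or above 50%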;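 also: temperature-sensitive mutant grown at 25 °C; plate controls were DMSO-treated mutant yeast for no effect and medium wells lacking yeast for full effect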
tim10-1 inh – tim10-1 yeast growth inhibition | 2.2% of 330,000 active | S. cerevisiae tim10-1 ts strain growth, BacTiter-Glo, 24 h | inhibition, % at 20 µM;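 active = inhibition of at least 40%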;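 also: mutant grown at 25 °C; 0% = DMSO wells with yeast and 100% = wells holding no yeast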
GRIN3A LBD mod – modulates the human NR3A ligand-binding domain; NR3A LBD differential scanning fluorimetry, Tm shift; 0% = protein alone, 100% = glycine-bound protein; Tm shift relative to glycine control, % at 25 µM; 2.5% of 340,000 active;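 active = melting temperature shift of at least 10% of the positive control shift, at one fixed dose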
NLRP3 yeast inh – inhibitors of NALP3 inflammasome in yeast | Yeast reconstituted NLRP3/ASC/caspase-1, beta-gal luminescence, 24 h | inhibition, % at 10 µM | 0.39% of 330,000 active | AID 2825;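 active = inhibition of 50% or more; inactive = inhibition below 50%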;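 also: plate controls were induced DMSO wells for no effect and uninduced yeast grown without galactose for full effect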
TIM10 inh – TIM10 yeast growth inhibition | S. cerevisiae TIM10 strain growth, BacTiter-Glo luminescence, 24 h | inhibition, % at 10 µM | 1.4% of 330,000 active | AID 463195;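 active = inhibition of 40% or more at the single tested concentration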;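 also: wild-type TIM10 isogenic control strain grown at permissive 25 °C; 0% = DMSO yeast wells and 100% = minimal medium wells without yeast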
Numbers without * were called inactive; . = no result given.

SMILES	MPTP block	APJ agonist	beta cell repl	APJ antag	tim23-1 inh	tim10-1 inh	GRIN3A LBD mod	NLRP3 yeast inh	TIM10 inh
O=C(CSc1nc(-c2ccccc2)c(-c2ccccc2)o1)NC1CCS(=O)(=O)C1 (stereo not drawn)	-0.2	-4	-2	8	-3	20	-1	-9	15
COCCn1c(SCc2nc3ccccc3c(=O)[nH]2)nc2ccccc2c1=O	0.2	-4	-1	13	4	16	-1	3	19
Cc1ccc(S(=O)(=O)Nc2ccc(-c3cn4ccc(C)cc4n3)cc2)cc1	7.2	5	-3	-4	18	20	-3	16	14
Cc1ccc(-c2c(C)sc3nc[nH]c(=O)c23)cc1C	1.0	-1	-3	19	32	27	-1	-1	18
COc1ccc(-c2csc(-c3ccccc3)n2)c(OC)c1	1.6	-2	-3	3	11	22	0	15	22
COc1cccc(NC(=O)c2cc(C(=O)Nc3cccc(OC)c3)n(C)n2)c1	0.1	3	-5	-1	-2	3	-8	19	-5
CC1CCCN(S(=O)(=O)c2ccc(NC(=O)CNC3CCCC3)cc2)C1 (stereo not drawn)	0.1	-3	-1	9	4	2	-1	22	2
Cc1ccc(-c2csc(NC(=O)Cn3cnc4c3c(=O)n(C)c(=O)n4C)n2)cc1C	0.0	-4	-5	-3	7	10	0	10	-2
CCCP(=O)(CC(=O)N(CC)CC)c1ccccc1 (stereo not drawn)	-3.0	-1	0	12	-1	-5	-2	-9	-3
Cc1nnsc1C(=O)N/N=C/c1ccc(OC(F)(F)F)cc1	4.0	-1	-3	-24	11	20	1	12	0
O=S(=O)(Cc1ccccc1Cl)N1CCCCC1	0.8	0	-1	-15	6	19	0	-48	15
COc1ccc(C2c3ccc(O)cc3Oc3ncn(CCCO)c(=N)c32)cc1OC (stereo not drawn)	-0.3	-5	-3	-2	-2	2	0	7	0
Cc1ccc(C(=O)NCC(=O)NCC(=O)OCc2ccc(Cl)cc2)cc1	-0.7	1	-3	-27	-2	-3	-4	7	-20
O=C(O)CCCCCN1C(=O)C(O)=C(C(=O)/C=C/c2ccccc2)C1c1ccccc1[N+](=O)[O-] (stereo not drawn)	0.0	-1	-3	-16	25	28	-1	-4	21
CCn1c(=O)cc(OCC(=O)O)c2ccccc21	6.3	6	-1	-21	5	2	6	1	1
CCN=C1SC(CC(=O)NC(C)c2ccccc2)C(=O)N1CC (stereo not drawn)	1.6	-2	-2	5	6	10	0	-9	9
O=C(O)CSc1nnc(C2COc3ccccc3O2)n1-c1ccccc1 (stereo not drawn)	-1.7	-2	-1	11	-1	12	1	-3	-10
Cc1cccc(OCCNc2cc(N3CCN(CCO)CC3)ccc2[N+](=O)[O-])c1	4.5	-2	-5	14	21	18	-40	20	11
CC[N+](CC)(CC)CC(=O)Nc1ccc(SC(F)F)cc1	-0.1	-4	-1	-8	4	1	0	2	-1
NC(=O)C(c1ccccc1)C1CCCCC1 (stereo not drawn)	-0.2	3	-1	12	11	15	-3	-11	2
Cc1cc(C(=O)OCC(=O)NCc2ccc(Cl)cc2)c(C)o1	-0.6	-2	-5	-9	-5	-25	0	39	-19
O=C(CSc1nc(-c2ccco2)cc(C(F)(F)F)n1)NC1CCCCCCC1	2.0	-2	0	-5	-9	4	-4	8	-8
COc1ccc(CN2CCNC(=O)C2CC(=O)N(C)CC2CCOCC2)c(F)c1 (stereo not drawn)	-2.3	-3	-3	3	4	6	7	5	4
O=S(=O)(NCc1cc(-c2ccccc2)no1)c1ccccc1Cl	0.1	-3	2	5	3	8	-3	10	5
Cc1c(Cl)cccc1NC(=O)CNC(=O)Cc1c[nH]c2ccccc12	0.2	-3	-1	4	5	-15	0	6	0
COc1ccc(-n2nc3c(N4CCC(C(=O)N5CCCCCC5)CC4)nnc(C)c3c2C)cc1	-0.7	-4	-4	-25	0	-1	0	4	5
Cn1nc(C(=O)Nc2cccc(C(F)(F)F)c2)c2ccccc2c1=O	0.9	-2	2	-24	13	23	-3	2	17
COc1cc(/C(C)=N\NC(N)=S)cc(OC)c1OC	2.2	-4	0	-16	2	-13	-2	3	8
CCN(CC(=O)Nc1ccccc1C(F)(F)F)C(=O)c1cc2c(s1)CCCCC2	-1.3	3	-2	1	19	21	-1	7	6
COCCNC(=O)c1cccc(NS(=O)(=O)c2cccc3cccnc23)c1	-0.5	-3	1	9	2	10	5	2	6
O=C(NCCc1ccc(Cl)cc1Cl)c1cncc(Br)c1	1.4	-3	4	7	18	6	0	26	-9
O=C(CN1CCN(c2ccccn2)CC1)Nc1ccc(Oc2ccccc2)cc1	-0.1	2	-2	3	34	31	0	28	9
COc1ccccc1CNc1cc(C)ccc1C	2.0	-5	-4	-2	-4	-20	-1	16	-9
COc1ccc(-n2c(SCC(=O)N3CCC(C(=O)O)CC3)nc3ccccc3c2=O)cc1OC	-3.3	-1	0	21	6	9	1	5	-1
CNC(=O)C(=O)Nc1nc(C23CC4CC(CC(C4)C2)C3)cs1	-0.5	-1	-1	13	2	6	0	-26	6
CC1S/C(=C(\C#N)C(=O)NCc2ccco2)N(c2ccc(F)cc2)C1=O (stereo not drawn)	0.3	-1	1	9	11	-3	2	9	-2
COc1ccccc1NCC(=O)NNCC(=O)Nc1ccc(F)c(Cl)c1	0.9	-3	-2	9	-5	15	-2	3	9
CCOC(=O)N1CCN(S(=O)(=O)c2ccc(C(=O)Nc3sc4c(c3C#N)CC(C)(C)NC4(C)C)cc2)CC1	-0.7	-4	-2	3	-2	-6	-4	14	14
Nc1nnc(SCC(=O)NC2CCCCC2)s1	-3.3	2	1	2	13	3	-3	4	-6
COc1ccc(C2C(C#N)=C(N)OC3=C2C(=O)CCC3)cc1Cn1nc(C)c([N+](=O)[O-])c1C (stereo not drawn)	2.6	-2	-4	-19	11	5	0	13	-5

Shown with values under each structure: entries from further up
Values in the order – MPTP block | APJ agonist | beta cell repl | APJ antag | tim23-1 inh | tim10-1 inh | GRIN3A LBD mod | NLRP3 yeast inh | TIM10 inh
> COc1ccc(-n2nc3c(N4CCC(C(=O)N5CCCCCC5)CC4)nnc(C)c3c2C)cc1
→ -0.7 | -4 | -4 | -25 | 0 | -1 | 0 | 4 | 5
> CNC(=O)C(=O)Nc1nc(C23CC4CC(CC(C4)C2)C3)cs1
→ -0.5 | -1 | -1 | 13 | 2 | 6 | 0 | -26 | 6
> Cc1c(Cl)cccc1NC(=O)CNC(=O)Cc1c[nH]c2ccccc12
→ 0.2 | -3 | -1 | 4 | 5 | -15 | 0 | 6 | 0

(listing goes on)
SMILES	MPTP block	APJ agonist	beta cell repl	APJ antag	tim23-1 inh	tim10-1 inh	GRIN3A LBD mod	NLRP3 yeast inh	TIM10 inh
O=C(NC12CC3CC(CC(C3)C1)C2)c1c(Cl)cccc1Cl	0.6	-3	-2	4	-1	7	2	19	9
Cc1cc(NC(=O)Cc2c(F)cccc2Cl)no1	0.0	2	-3	11	3	-6	-20	21	0
COc1cc(C(=O)NCC(=O)N/N=C(\C)Cc2ccccc2)cc(OC)c1OC	-0.4	-1	-1	20	9	14	-1	5	3
COCCN(Cc1ccccc1)C(=O)c1cc(S(=O)(=O)N2CCCCCC2)ccc1OC	1.4	-4	3	5	9	6	0	3	11
CN(C)CCCNC(=O)c1cc(C(=O)c2ccccc2)c[nH]1	-0.2	-4	2	10	0	4	1	2	-1
COc1ccc(C(=O)NC(C)c2ccc(-n3ccnc3)cc2)c(OC)c1 (stereo not drawn)	0.4	1	-3	20	17	5	0	13	13
CCSc1nc(N)nc(-c2cccs2)c1C#N	-0.8	3	-3	2	26	40	-23	-28	-3
COc1ccc(NC(=O)c2cc(-c3ccc(C)c(C)c3O)n[nH]2)cc1Cl	27	-2	-6	0	25	-2	25*	7	19
COc1ccc(N[C@@H]2CCN3C(=O)c4ccccc4[C@@H]3C[C@H]2O)cc1	-1.1	.	.	.	22	-8	5	.	3
CCOC(=O)Cn1nc(NC(=O)c2ccc(C(=O)OC)cc2)cc1C	-0.7	-1	-5	-14	11	3	1	6	13
CC(C)OC(=O)NCCOC(=O)Nc1ccc(Cl)cc1	4.9	-3	-3	5	-18	-14	25*	15	-2
CC(C)n1c(NCc2c[nH]c3ccccc23)nc2ccccc21	2.9	7	2	-2	-7	-7	-1	-3	-3
COc1cc(S(=O)(=O)N2CCN(c3ccccc3F)CC2)ccc1Cl	4.5	0	-4	4	17	43*	1	6	11
CCOc1ccc(NC(=O)CN(C)S(=O)(=O)c2ccc(-c3ccc(=O)[nH]n3)s2)cc1	-2.4	5	-2	17	-2	1	-16	6	-7
CCOC(=O)[C@@H]1[C@H]2COc3ccccc3[C@@H]2N2C(=O)N(c3ccccc3)C(=O)[C@@]12C	0.0	5	-4	17	23	10	-2	14	12
O=S(=O)(c1ccc(SCCOc2ccccc2Cl)nc1)N1CCCC1	0.1	-3	-7	17	40	16	-1	-26	4
COC(=O)c1ccccc1NC(=O)c1cccs1	-0.4	-1	-1	15	31	26	-1	-4	12
CC1=C(C(=O)N2CCOCC2)C(c2cccc3ccccc23)NC(=S)N1 (stereo not drawn)	-1.2	-6	-1	-2	11	-1	7	-2	0
O=C(O)CCC(=O)N1N=C(c2cccs2)CC1c1cn(-c2ccccc2)nc1-c1ccccc1 (stereo not drawn)	-3.3	-2	-3	-25	23	27	-1	19	9
COc1ccc(NC(=O)CCNC(=O)c2ccccc2Cl)cc1OC	-0.8	-1	-2	6	7	9	0	17	9
COc1cccc(/C(O)=C2/C(=O)C(=O)N(CCN3CCOCC3)C2c2cccs2)c1 (stereo not drawn)	-1.1	-1	-1	5	7	16	-1	-12	-11
CC1(C)N=C(c2ccc(Cl)cc2)C(=O)N1	1.4	-1	2	-4	2	7	1	6	-2
CCCNC(=O)c1ccc(Cn2c(=S)[nH]c3c([nH]c4ccc(OC)cc43)c2=O)cc1	0.0	0	-1	3	18	14	-1	16	20
Cc1nn(CC(=O)NCc2cccnc2)c(=O)c2ccccc12	-1.4	-4	0	2	2	0	1	8	-2
CN(C)S(=O)(=O)c1ccc(C(=O)Nc2nnc(-c3ccc4c(c3)CCCC4)o2)cc1	-25	-1	-6	2	2	12	-1	-5	-1
COc1ccc(CNC(=O)C[C@H]2C[C@H](C(=O)N3CCCCC3)[C@@]3(C)c4[nH]c5cc(CCC(=O)N(C)C)ccc5c4CCN3C2=O)cc1OC	0.2	.	.	.	18	-2	0	.	7
O=C(Nc1ccc(Br)cc1)C1CCCN(S(=O)(=O)c2cccnc2)C1 (stereo not drawn)	-2.0	-3	2	11	1	-12	-2	3	-6
CC(=O)c1c(C)[nH]c(C(=O)CSc2nnc(-c3ccccc3)o2)c1C	12	2	-1	-12	-12	14	-1	16	2
CCc1cc(C(=O)c2ccccc2)c(N)s1	0.1	0	-3	8	30	12	0	2	-1
Cc1cc(-c2ccc(C(C)C)c(S(=O)(=O)NCCN3CCC(C)CC3)c2)on1	0.3	1	-4	-14	-2	8	3	15	7
COc1cc(-c2nc(S(=O)(=O)c3ccccc3)c(N3CCOCC3)o2)cc(OC)c1OC	0.6	-2	2	6	14	16	-1	-7	31
Cc1cccc(NC(=O)CSCC(=O)Nc2ccccc2N2CCCC2)c1	-1.5	2	-4	-10	17	-1	-2	15	-15
Fc1cccc(Cc2noc(CN3CCCN(C4Cc5ccccc5C4)CC3)n2)c1	-0.4	-3	-4	1	-78	-29	-2	-12	-34
CCOc1ccc(S(=O)(=O)NC2CCCC2)cc1	0.0	-5	0	-2	13	11	-5	-12	4
COCCn1c(SCCOc2ccccc2)nc2ccccc2c1=O	-0.7	-3	0	9	5	21	3	19	-16
COc1ccccc1NC(=O)c1sc2ncn(Cc3ccccc3C)c(=O)c2c1C	0.8	0	-3	7	-4	-11	0	-15	1

Screens deposited in PubChem by Sanford-Burnham Center for Chemical Genomics.
